Screening data: PubChem BioAssay, several laboratories
V-ATPase pH = yeast V-ATPase proton transport regulation by pHLuorin; actives 0.37% (n = 350,000); S. cerevisiae, pHLuorin cytosolic pH fluorescence; response, % at 10 µM; in the data active = response mostly above about 7.3%, no sharp cut-off; inactive = mostly below about 5.4%; note: actives read high; inactives centre near 0; some compounds called inactive have numbers as strong as hits; reference of the scale not given here
MOR-DOR inv ag = mu-delta opioid heterodimer inverse agonism | actives 0.21% (n = 340,000) | AID 504357 | cell-based MOR-DOR heterodimer luminescence | inhibition, % at 9.3 µM | P35372+P41143; in the data active = inhibition above about 22%, passing the limit was not always enough;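 note: 0% = cells with DMSO and 100% = wells without cells with DMSO; values of inactives mirror those of a sister screen read the other way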
DAGLB inh = blocks human DAGLB lipase activity; Q8NCG7; HEK293T DAGLB membrane lysate, EnzChek fluorogenic substrate; inhibition, % at 5.17 µM; actives 0.059% (n = 340,000); in the data active = inhibition above about 34%;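 note: 0% = enzyme with vehicle and 100% = wells lacking enzyme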
DSG3 Ab inh = blocks pemphigus antibody binding to human desmoglein-3; DSG3-coupled beads, scFv-anti-DSG3-GFP binding, flow cytometry; active compounds read low; AID 588358; binding (percent of control), % at 10 µM; actives 0.48% (n = 310,000);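 active = binding more than 3 SD below its plate's average and above zero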;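 note: hits lower antibody fragment binding to DSG3; some compounds called inactive have numbers as strong as hits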
HTR5A ag = activates human HTR5A in OPRM1-OPRD1 agonist counter-screen. P47898. HTR5A agonist assay, luminescence, cell-based. activation, % at 9.3 µM. actives 0.61% (n = 340,000). AID 504692; in the data active = activation mostly above about 9.5%, no sharp cut-off; inactive = mostly below about 7.6%;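 note: 0% = cells with vehicle only and 100% = reference agonist; strong numbers were not always called active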
Target sequence (P47898 whole entry, looked up): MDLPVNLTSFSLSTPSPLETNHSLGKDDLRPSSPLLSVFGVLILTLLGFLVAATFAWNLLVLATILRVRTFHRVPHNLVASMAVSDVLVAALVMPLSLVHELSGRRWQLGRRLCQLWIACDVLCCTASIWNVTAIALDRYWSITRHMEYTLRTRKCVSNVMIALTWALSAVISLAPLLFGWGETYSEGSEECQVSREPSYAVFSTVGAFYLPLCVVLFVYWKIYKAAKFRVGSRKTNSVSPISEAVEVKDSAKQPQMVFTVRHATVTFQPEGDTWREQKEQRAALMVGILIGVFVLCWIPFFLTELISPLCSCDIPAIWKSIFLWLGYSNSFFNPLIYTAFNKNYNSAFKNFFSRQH
OPRM1-OPRD1 ag = OPRM1-OPRD1 heterodimerization agonism | P35372+P41143 | cells, luminescence | activation, % at 9.3 µM | actives 0.3% (n = 340,000) | AID 504326; in the data active = activation above about 18%;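 note: 0% = vehicle-treated cells and 100% = reference agonist; values of inactives mirror those of a sister screen read the other way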
HTR5A inv ctr = counter-screen for OPRM1-OPRD1 inverse agonists: human HTR5A inverse agonism. HTR5A cell line, luminescence. actives 0.083% (n = 340,000). inhibition, % at 9.3 µM; in the data active = inhibition mostly above about 23%, no sharp cut-off; inactive = mostly below about 18%;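 note: 0% = cells with DMSO and 100% = no-cell wells with DMSO; some compounds called inactive have numbers as strong as hits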
PKA-R2B act = activators of human PKA-R2B complex | PKA-R2B holoenzyme dissociation, Cy5-IP20 fluorescence polarization; R2B truncated from residue 108, S112A mutant; 0% DMSO only, 100% 113 µM cGMP | activation, % at 11.4 µM | AID 504700 | actives 0.079% (n = 340,000) | P22694+P31323;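 active = activation above a cutoff set at the mean over all compounds plus 3 SD, cut at about 18% in these data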;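 note: higher means more holoenzyme dissociation and a rise in polarization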
Target sequence (P31323 whole entry, looked up, other chains not shown, the tested form may be a part): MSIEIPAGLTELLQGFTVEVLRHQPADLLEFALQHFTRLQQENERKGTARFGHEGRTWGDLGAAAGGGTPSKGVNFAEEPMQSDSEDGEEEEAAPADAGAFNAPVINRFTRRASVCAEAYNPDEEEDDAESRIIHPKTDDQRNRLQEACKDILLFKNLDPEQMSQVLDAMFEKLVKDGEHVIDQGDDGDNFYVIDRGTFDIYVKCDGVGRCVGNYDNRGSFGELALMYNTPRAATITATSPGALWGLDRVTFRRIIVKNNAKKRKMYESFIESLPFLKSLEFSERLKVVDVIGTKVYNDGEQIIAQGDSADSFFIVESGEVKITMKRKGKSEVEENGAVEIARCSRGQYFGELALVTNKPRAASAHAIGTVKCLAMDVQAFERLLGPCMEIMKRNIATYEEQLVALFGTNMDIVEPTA
Arrestin-AP2 inh = human beta-arrestin and AP2 interaction inhibition. FITC-arrestin peptide / GST-AP2 beads, flow cytometry; AP2 beta2 appendage carries R879A mutation. AID 504490. inhibition, % at 10 µM. actives 0.31% (n = 340,000);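 active = inhibition above a set limit, near 3 SD of compounds lacking own fluorescence, cut at about 54% in these data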;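 note: plate controls were DMSO wells for no effect and 5 µM unlabelled arrestin peptide for full effect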
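System: GST-AP2 R879A glutathione beads | Also added: FITC-arrestin peptide, 50 nM | Times: 12 min plus 1 h, RT | Signal: Bead flow cytometry, FITC channel | Buffer or medium: PBS with 0.05% Tween 20 and 0.1% BSA | Read-out basis: Percent drop in bead-associated FITC signal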
PKA-R1A act = activates the PKA-R1A holoenzyme complex; activation, % at 11.4 µM; P00514+P68181; PKA-R1A dissociation, Cy5-IP20 fluorescence polarization; scaled: DMSO 0%, 113 µM cGMP 100%; actives 0.083% (n = 340,000);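 active = percent activation above the mean of all tested compounds plus 3 SD, cut at about 19% in these data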;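 note: higher means more PKAc released from R1A so a rise in polarization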
* hit, by the source's call; . = not tested or not shown.

SMILES	V-ATPase pH	MOR-DOR inv ag	DAGLB inh	DSG3 Ab inh	HTR5A ag	OPRM1-OPRD1 ag	HTR5A inv ctr	PKA-R2B act	Arrestin-AP2 inh	PKA-R1A act
CC1(C)CC[C@]2(C)CC[C@]3(C)C4C[C@@H]5OO[C@@]6(O5)C(CCCC6(C)C)[C@]4(C)CC[C@@]3(C)C2C1 (some centres not stated)	-2.0	-8.0	-3.2	.	-4.2	1.6	17.0	2.0	7.6	-0.8
CN(C)C(=O)Oc1ccc(Br)cc1C(=O)Nc1ccc(F)c(Cl)c1	5.3	3.2	-1.9	.	-2.1	-0.7	-14.6	3.7	-2.8	-3.5
Nc1ccc(C2(c3ccc(N)cc3)c3ccccc3-c3ccccc32)cc1	-4.0	-28.9	8.8	82.5	44.2*	5.8	-79.6	-5.5	5.9	-2.6
C[C@@H]1O[C@@H](O[C@H]2C[C@@H](O)[C@]3(CO)[C@@H]4C(CC[C@]3(O)C2)[C@@]2(O)CC[C@H](C3COC(=O)C3)[C@@]2(C)C[C@H]4O)[C@H](O)[C@H](O)[C@H]1O (some centres not stated)	-0.7	-401.7	-0.4	107.0	22.9	72.5*	-67.8	-3.4	19.5	-3.3
COc1cccc(CNCCc2ccc(F)cc2)c1	-2.5	-1.8	-0.3	104.4	1.7	0.4	-6.0	6.5	5.3	5.1
Nc1ccc(Cc2ccc(N)c(Cl)c2)cc1Cl	7.3	4.7	2.5	104.2	1.4	-0.9	-5.9	0.8	6.9	-7.0
N=c1ccccn1Cc1ccccc1	-1.9	10.6	-1.4	99.1	-1.9	-2.1	5.6	-4.2	0.7	-1.1
c1ccc(C2NCCc3[nH]cnc32)cc1 (configuration not stated)	-6.0	8.4	-2.0	124.2	4.2	-1.9	-15.0	0.7	14.8	8.5
CCN(CC)CCN=Cc1c(O)n(C2CCCCCC2)c(=O)[nH]c1=O	2.8	-8.7	0.4	.	-3.4	2.1	8.1	9.3	-3.7	-5.0
COc1cc(/C=C2\C(=O)NC(=O)N(c3ccc(C)cc3)C2=O)cc(OC)c1O	-4.7	12.6	1.9	100.3	-1.2	-2.5	3.0	-2.0	-6.4	6.2
CN/C=C(/Cl)P(=O)(OC(C)C)OC(C)C	1.0	5.1	-2.8	100.2	1.1	-1.0	10.1	-1.9	43.6	0.9
Cc1cccc(N2CCC3(CC2)C(=O)NC(=O)NC3=O)c1	5.4	13.2	1.6	93.6	-1.0	-3.0	3.8	-10.7	-0.5	1.2

Single values from the list:
Under Arrestin-AP2 inh, CC1(C)CC[C@]2(C)CC[C@]3(C)C4C[C@@H]5OO[C@@]6(O5)C(CCCC6(C)C)[C@]4(C)CC[C@@]3(C)C2C1 (some centres not stated) is listed with 7.6
Under PKA-R2B act, CCN(CC)CCN=Cc1c(O)n(C2CCCCCC2)c(=O)[nH]c1=O is listed with 9.3
Under PKA-R1A act, COc1cc(/C=C2\C(=O)NC(=O)N(c3ccc(C)cc3)C2=O)cc(OC)c1O is listed with 6.2

Record cards, from the list above. Values in the order: V-ATPase pH | MOR-DOR inv ag | DAGLB inh | DSG3 Ab inh | HTR5A ag | OPRM1-OPRD1 ag | HTR5A inv ctr | PKA-R2B act | Arrestin-AP2 inh | PKA-R1A act
CC1(C)CC[C@]2(C)CC[C@]3(C)C4C[C@@H]5OO[C@@]6(O5)C(CCCC6(C)C)[C@]4(C)CC[C@@]3(C)C2C1 (some centres not stated) is entered as -2.0 | -8.0 | -3.2 | . | -4.2 | 1.6 | 17.0 | 2.0 | 7.6 | -0.8
c1ccc(C2NCCc3[nH]cnc32)cc1 (configuration not stated) is entered as -6.0 | 8.4 | -2.0 | 124.2 | 4.2 | -1.9 | -15.0 | 0.7 | 14.8 | 8.5

Going on with the list.
SMILES	V-ATPase pH	MOR-DOR inv ag	DAGLB inh	DSG3 Ab inh	HTR5A ag	OPRM1-OPRD1 ag	HTR5A inv ctr	PKA-R2B act	Arrestin-AP2 inh	PKA-R1A act
CP(C)(=O)CCC(=O)O	-0.3	8.4	-2.4	109.0	5.0	-2.0	6.6	-9.5	3.3	1.1
Cc1nc2c(c(C)nn2-c2ccccc2)c(C)c1CCC(=O)N1CCC2(CC1)OCCO2	-5.2	14.5	-6.4	103.9	1.4	-2.7	-4.1	-1.2	-6.6	-7.1
Cc1sc2ccccc2c1CC1=NCCN1	-1.0	9.9	1.5	104.0	3.5	-1.8	-3.3	2.6	17.1	-8.2
CC1=CC2OC3CC4OC(=O)C=CC=CC(C(C)O)OCC(O)C(C)CC(=O)OCC2(CC1O)C4(C)C31CO1 (configuration not stated)	0.4	8.2	-1.6	92.2	1.7	-1.9	-6.4	0.5	-5.2	2.9
[N-]=[N+]=NC1C[C@H](n2ccc(=O)[nH]c2=O)O[C@@H]1CO (some centres not stated)	-3.7	8.0	1.7	100.7	4.5	-1.4	9.0	-1.2	-5.3	-5.8
O=C(Oc1c(Cl)cc(Cl)c2ccccc12)N1CCCCC1	-5.8	-3.3	-21.1	124.3	5.9	0.8	-6.7	12.2	8.2	1.5
CCCCn1c(O)c(C(CC)=NCCc2ccccc2)c(=O)[nH]c1=O	5.3	-6.4	10.2	101.3	1.0	1.3	-2.4	1.4	22.1	-3.3
COc1ccc2c(c1)NP(=S)(c1ccccc1)N2C (configuration not stated)	-0.1	-100.1	0.0	91.7	0.8	19.5*	-2.9	1.3	0.9	-3.6
CCOC(=O)C(O)(c1ccc(N(CC)S(=O)(=O)c2ccccc2)cc1)C(F)(F)F (configuration not stated)	-1.1	4.8	0.8	109.5	-0.8	-0.8	-1.5	7.2	-52.9	-20.5
COC(=O)C1=C(c2ccc(Cl)c(C(F)(F)F)c2)C[C@@H]2CC[C@H]1N2C(=O)NCCOc1ccc(OC)cc1	0.4	-20.2	-5.3	106.5	14.4	3.6	-4.0	-1.2	0.8	-4.7
CCNC(=O)NNC(=O)C1CC(c2cccnc2)=NO1 (configuration not stated)	0.5	7.2	0.7	105.4	9.0	-1.4	-3.3	-1.0	-10.7	-10.8
FC(F)(F)c1ccc2c(c1)nnn2C1CCN(Cc2nnnn2Cc2ccccc2)CC1	.	.	1.4	112.3	.	.	.	-8.6	31.0	0.2
CCCCC1(CCCC)C(=O)NC(=Nc2cccc(C)c2)NC1=O	2.0	-0.6	1.5	110.5	-3.0	0.1	12.5	-3.4	-5.2	-1.5
Cc1ccccc1-n1c(-c2ccoc2)nc2ccccc2c1=O	2.9	5.9	-3.5	87.7	0.7	-1.2	7.9	-17.6	4.3	-12.7
O=c1[nH]c(=O)n(-c2ccc(F)cc2)c(O)c1/C=C1\C=Nc2ccccc21	-3.1	4.0	2.1	123.1	0.9	-0.9	-3.1	-17.3	-1.6	-6.7
COc1cc2c(cc1/C=C/[N+](=O)[O-])OCO2	5.6	10.1	0.9	92.9	-2.6	-2.1	6.8	-1.7	16.8	-14.6
O=C1/C(=C/c2cccc([N+](=O)[O-])c2)N2CCC1CC2	-0.6	14.0	1.9	.	-0.5	-2.7	-2.0	-4.7	1.1	-1.9
COc1ccc(-c2nc3ccccc3n2OC(=O)N(C)C)cc1	7.3	-5.3	-3.5	96.8	1.4	0.9	9.1	7.8	2.3	4.9
O=C(COC(=O)Cc1ccccc1)Nc1ccc(Cl)cn1	0.8	8.9	-2.7	103.0	-1.4	-1.8	4.0	-0.5	-20.8	7.5
CC(C)(C)NC(=O)CN1CCCN(C(=O)COc2ccc(Cl)c3ccccc23)CC1	1.9	2.0	-1.8	101.7	-2.2	-0.5	-17.0	5.7	-4.8	5.0
COC(=O)C1=C(c2ccccc2)C[C@@H]2CC[C@H]1N2C(=O)NCc1ccc(F)cc1	1.9	8.5	-3.0	103.2	-2.9	-1.5	7.7	2.3	2.4	-3.3
O=C(Cc1cccc(C(F)(F)F)c1)N1CCN(CC(=O)N2CCCC2)CC1	-1.4	3.6	-1.1	93.8	-2.9	-0.8	7.2	-4.2	-5.2	-1.0
COc1ccc(-n2c(-c3ccccc3[N+](=O)[O-])nc3ccccc3c2=O)cc1	-0.1	26.0	0.9	103.2	0.6	-5.8	-2.2	-9.4	5.8	-9.4
COc1ccc(N=Nc2c(O)[nH]c(=S)[nH]c2=O)cc1	-2.0	25.4	5.6	98.5	-11.8	-4.9	29.0	9.3	9.1	-5.0
CC(=O)NCCc1c[nH]c2ccccc12	2.7	-0.6	-0.3	107.9	-0.5	0.1	9.0	-9.7	-4.0	-4.4
CCCC(=O)NC(Oc1ccccc1Cl)C(Cl)(Cl)Cl (configuration not stated)	0.2	2.1	-2.1	116.1	1.2	-0.4	19.8	3.8	-2.1	-4.3
Cc1cccc(C)c1NC1=NCCCCS1	12.8	16.4	-0.5	90.6	2.3	-3.0	-7.5	-2.4	19.7	-8.7
COc1ccccc1N1CCN(Cc2cc(C)c(C)cc2O)CC1	2.6	-13.3	-8.4	101.4	4.2	2.5	-5.1	-5.6	-7.8	-10.7
COC(=O)C1=C(c2ccccc2)C[C@@H]2CC[C@H]1N2C(=O)N1CCCC1	-0.4	20.3	-1.3	100.3	11.0	-3.5	-29.5	-6.9	-3.9	-14.0
c1ccc(-n2ccnc2)cc1	-3.1	-0.5	0.0	.	-3.3	0.1	11.9	-5.5	-7.0	0.1
COC(=O)[C@@]1(C#N)[C@@H]2C=CC(C(C)=O)=CN2[C@@H](C(N)=O)[C@@H]1c1ccc(F)cc1	5.9	-9.9	0.0	109.0	3.0	2.0	-15.0	-6.2	17.9	-0.4
CCOC(=O)c1ccccc1N	1.5	5.5	3.2	104.7	4.8	-1.1	14.5	1.8	8.6	-2.1

Exported in CSV form: part of the list above
molecule,V-ATPase pH,MOR-DOR inv ag,DAGLB inh,DSG3 Ab inh,HTR5A ag,OPRM1-OPRD1 ag,HTR5A inv ctr,PKA-R2B act,Arrestin-AP2 inh,PKA-R1A act
CCCCn1c(O)c(C(CC)=NCCc2ccccc2)c(=O)[nH]c1=O,5.3,-6.4,10.2,101.3,1.0,1.3,-2.4,1.4,22.1,-3.3
COc1ccc2c(c1)NP(=S)(c1ccccc1)N2C (configuration not stated),-0.1,-100.1,0.0,91.7,0.8,19.5*,-2.9,1.3,0.9,-3.6
CCOC(=O)C(O)(c1ccc(N(CC)S(=O)(=O)c2ccccc2)cc1)C(F)(F)F (configuration not stated),-1.1,4.8,0.8,109.5,-0.8,-0.8,-1.5,7.2,-52.9,-20.5
COC(=O)C1=C(c2ccc(Cl)c(C(F)(F)F)c2)C[C@@H]2CC[C@H]1N2C(=O)NCCOc1ccc(OC)cc1,0.4,-20.2,-5.3,106.5,14.4,3.6,-4.0,-1.2,0.8,-4.7
CCNC(=O)NNC(=O)C1CC(c2cccnc2)=NO1 (configuration not stated),0.5,7.2,0.7,105.4,9.0,-1.4,-3.3,-1.0,-10.7,-10.8
FC(F)(F)c1ccc2c(c1)nnn2C1CCN(Cc2nnnn2Cc2ccccc2)CC1,.,.,1.4,112.3,.,.,.,-8.6,31.0,0.2
CCCCC1(CCCC)C(=O)NC(=Nc2cccc(C)c2)NC1=O,2.0,-0.6,1.5,110.5,-3.0,0.1,12.5,-3.4,-5.2,-1.5

These rows are one share of the data (hit frequency here may not be typical).
